Screening data: PubChem BioAssay, The Scripps Research Institute Molecular Screening Center
GPR151 ag: activators of human GPR151; activation, % at 11.2 µM; PathHunter beta-arrestin GPR151 cells, luminescence; Q8TDV0; hit rate 1% among 650,000; in the data active means activation above about 4.9%;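 further: 0% = median of compound wells and 100% = cells with positive control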
Target sequence (Q8TDV0 whole entry, looked up): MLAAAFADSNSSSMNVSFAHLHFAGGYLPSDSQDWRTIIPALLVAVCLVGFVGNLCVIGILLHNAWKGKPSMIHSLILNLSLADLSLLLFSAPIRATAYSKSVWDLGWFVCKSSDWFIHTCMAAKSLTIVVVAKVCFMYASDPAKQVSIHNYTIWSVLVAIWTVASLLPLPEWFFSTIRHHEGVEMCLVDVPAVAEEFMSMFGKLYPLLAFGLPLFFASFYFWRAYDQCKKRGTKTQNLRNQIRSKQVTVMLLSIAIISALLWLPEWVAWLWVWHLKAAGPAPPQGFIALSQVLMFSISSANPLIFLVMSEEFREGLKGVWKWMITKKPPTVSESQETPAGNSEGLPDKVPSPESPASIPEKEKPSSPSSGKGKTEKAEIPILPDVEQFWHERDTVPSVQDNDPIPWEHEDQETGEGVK
FBW7 activator: human FBW7 E3 ligase activation, primary screen. Q969H0. hit rate 0.13% among 650,000. AlphaScreen FBW7–phospho-cyclin E peptide binding, activator screen. normalized activity (activation), % at 26.1 µM; in the data active means normalized activity above about 1.9%;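 further: purified mutant Fbw7 with reduced substrate affinity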
MITF inh: inhibitors of human MITF; AID 1259374; hit rate 0.91% among 650,000; O75030; AlphaScreen MITF homodimerization, bead proximity signal; inhibition, % at 2.6 µM; in the data active means inhibition above about 50%;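 further: 0% = vehicle wells with protein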
Target sequence (O75030 whole entry, looked up): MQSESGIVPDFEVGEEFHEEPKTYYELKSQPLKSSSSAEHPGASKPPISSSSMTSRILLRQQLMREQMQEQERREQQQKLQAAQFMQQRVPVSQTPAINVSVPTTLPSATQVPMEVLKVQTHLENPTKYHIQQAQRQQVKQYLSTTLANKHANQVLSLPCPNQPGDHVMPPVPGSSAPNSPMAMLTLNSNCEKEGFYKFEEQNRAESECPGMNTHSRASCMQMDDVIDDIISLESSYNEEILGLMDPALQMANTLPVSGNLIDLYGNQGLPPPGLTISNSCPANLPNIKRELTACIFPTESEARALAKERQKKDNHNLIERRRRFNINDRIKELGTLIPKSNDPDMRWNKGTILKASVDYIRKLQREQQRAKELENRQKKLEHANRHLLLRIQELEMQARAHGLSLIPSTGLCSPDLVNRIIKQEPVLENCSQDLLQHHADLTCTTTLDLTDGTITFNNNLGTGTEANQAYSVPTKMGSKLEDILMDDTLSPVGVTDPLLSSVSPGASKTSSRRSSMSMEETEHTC
TEAD-YAP block: TEAD-YAP interaction inhibition; HEK-TIYL cells, TEAD-Gal4/YAP UAS-luciferase luminescence; inhibition, % at 9.12 µM; hit rate 1.4% among 640,000; in the data active means inhibition above about 32%;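 further: 0% = median of test compound wells and 100% = reference inhibitor wells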
An asterisk follows results filed as active.

entry	molecule	GPR151 ag	FBW7 activator	MITF inh	TEAD-YAP block
1	CCCN(CCC)S(=O)(=O)c1ccc(C(=O)Nc2nc3ccc(OC)cc3s2)cc1	0.6	0.5	15	1
2	Cc1cc(NC(=O)c2cc3nc(-c4ccco4)cc(C(F)(F)Cl)n3n2)no1	0.0	0.1	6	-3
3	Cc1ccc(C(=O)Nc2cnn(-c3ccc(C(=O)NCCCn4cccn4)cc3)c2)c(C)c1	2.1	0.9	6	28
4	O=C(O)c1ccc(/C=N/NC(=O)C2CC2(c2ccccc2)c2ccccc2)cc1 (stereo unspecified)	2.3	-0.1	-17	-4
5	CCOC(=O)C1CCCN(c2c(NCCCc3ccccc3)c(=O)c2=O)C1 (stereo unspecified)	-0.2	-0.1	6	-13
6	COC(=O)Cn1cc(/C=C2/C(=O)NC(=O)N(c3cccc(F)c3)C2=O)c2ccccc21	-1.0	-0.1	-11	-1
7	Cc1noc(C)c1COC(=O)C1CCN(S(=O)(=O)c2cccs2)CC1	-2.7	0.6	10	1
8	O=C1c2ccccc2C(=O)N1CCc1ccccn1	-0.1	-0.1	1	0
9	Cc1cccc(NCC(O)Cn2c3ccc(Cl)cc3c3cc(Cl)ccc32)c1 (stereo unspecified)	-0.3	-0.1	10	-5
10	CCOC(=O)c1cc(C#N)c(SCC(=O)c2cc(C#N)c(SC)nc2C)[nH]c1=O	0.4	0.1	-2	-3
11	CCOC(=O)C1CCN(C(=O)C(C)c2ccc([N+](=O)[O-])cc2)CC1 (stereo unspecified)	-2.0	0.1	4	-8
12	CCC(=O)Nc1ccc2oc(-c3ccc(OC)c(Cl)c3)nc2c1	-0.6	-0.1	5	-72
13	COc1ccc(NC(=O)CC2SC(=O)N(c3ccccc3)C2=O)cc1 (stereo unspecified)	0.2	-0.1	11	-33
14	COc1cccc(CNC(=O)Cc2ccc(-c3cn[nH]c3)cc2)c1	-1.1	-0.2	17	-1
15	Cc1ccc(C(=O)NCC(=O)NNC(=O)Cc2ccccc2)cc1	1.2	0.0	4	10
16	COc1cccc(/C=N/NC(=O)c2sc(N)nc2C)c1O	-0.8	-0.1	31	4
17	Cc1cc2oc(=O)cc(C)c2cc1NC(=O)c1ccccc1	1.4	0.3	8	13
18	O=C1c2ccc(-c3nc4ccccc4s3)cc2C(=O)N1Cc1ccncc1	1.9	0.0	14	-2
19	COCCNC(=O)NC(=O)N(C1CCCCC1)S(C)(=O)=O	-1.1	0.0	-5	12
20	COc1ccccc1CNC(=O)c1ccc(CNc2c(N3CCOCC3)c(=O)c2=O)cc1	0.1	0.0	4	-5
21	CCOC(=O)c1c(NC(=O)C(C)Sc2nnc(CNC(=O)c3cccs3)n2Cc2ccccc2)sc2c1CCCCC2 (stereo unspecified)	-0.6	0.0	-10	-9
22	O=C1CSC(c2ccc(F)c(F)c2)N1c1cccc(F)c1 (stereo unspecified)	0.5	0.0	0	-7
23	COc1ccc(-n2c(SCC(=O)Nc3cc(C)on3)nc3ccsc3c2=O)cc1	0.5	-0.2	-2	2
24	Fc1ccc(-c2cnc3c(NCc4ccc5c(c4)OCO5)nccn23)cc1Cl	-0.4	0.1	21	7
25	COc1ccc(N2CCN(C(=O)c3sc4ncn(CC(=O)Nc5ccc(C(C)C)cc5)c(=O)c4c3C)CC2)cc1	-1.1	0.3	14	18
26	O=C(NC(NCc1ccccc1)C(Cl)(Cl)Cl)c1ccccc1[N+](=O)[O-] (stereo unspecified)	0.3	-0.3	-13	0
27	COc1ccc(-c2oc3ccccc3c(=O)c2OS(=O)(=O)c2ccc(F)cc2)cc1	0.2	0.1	15	8
28	CCN(CC)C(=O)/C(=C/c1ccc(F)cc1)NC(C)=O	0.4	-0.1	-1	5
29	COc1ccc(CNC(=O)CN2Cc3cc(C)ccc3OC(C)C2)cc1OC (stereo unspecified)	-1.0	0.3	5	-3
30	CC(=O)Nc1cc(-n2c(C)c(C(C)=O)c(C(C)=O)c2C)ccc1C	2.7	-0.1	4	1
31	O=C(Cc1ccc([N+](=O)[O-])cc1)Nc1ccc(O)cc1C(=O)O	0.2	-0.1	1	-5
32	Cc1nc2c3ccccc3nc(SCc3cc(=O)n4ccccc4n3)n2n1	-0.5	0.1	10	3
33	COc1ccc(OC(=O)c2cc3cc(Br)cc(Br)c3oc2=O)cc1	-1.7	0.0	3	11
34	CS(=O)(=O)N1CCN=C1SCc1ccc(Cl)c(Cl)c1	0.5	0.0	-3	6
35	Cc1ccc([N+](=O)[O-])cc1NC1OC(CO)C(O)C1O (stereo unspecified)	-0.3	0.1	7	9
36	CN(C)C(=O)/C(=C/c1ccc(-c2ccc(Br)cc2)o1)NC(=O)c1ccccc1	0.3	0.1	4	-10
37	c1cc(-c2ccc(SCCN3CCCCC3)nn2)ccn1	1.3	-0.2	-14	-5
38	O=C1C(=O)N(CCCOc2ccccc2Cl)c2ccccc21	1.3	-0.2	8	26
39	O=C(c1ccccn1)N1CCC(O)(c2ccccn2)CC1	-1.2	-0.3	-17	-4
40	COc1ccc(/C(N)=N/OC(=O)c2ccc(C)cc2Cl)cc1	0.4	0.3	3	-15
41	O=C(C1CN(Cc2ccccc2)CCN1C(=O)c1cccnc1)N1CCOCC1 (stereo unspecified)	3.1	0.2	11	7
42	CN(C)C(=O)CN1CCN(c2ccc(F)cc2)CC1	-1.5	0.2	3	3
43	Nc1ccn(C2O[C@H](CO)[C@@H](O)[C@@H]2O)c(=O)n1 (stereo partly specified)	-1.3	0.1	-19	-28
44	COc1ccc(S(=O)(=O)N(CC(=O)NCc2ccco2)c2ccc(C)cc2)cc1	-0.2	0.0	15	12
45	Cc1ccc2nc(N3CCOCC3)c(/C=C3\SC(=S)N(CC(C)C)C3=O)c(=O)n2c1	0.8	-0.1	20	6
46	Cc1ccc(C(=O)OCC(=O)NC(=O)NCc2ccccc2)cc1C	-0.4	-0.1	-4	5
47	Cn1c(N2CCC(C(=O)NCCN3CCOCC3)CC2)nc2ccccc21	0.0	0.1	8	-1
48	CC(=O)Nc1ccc(-n2cc3c(c2-c2ccccc2)c(=O)n(C)c(=O)n3C)cc1	-0.2	-0.3	1	-7
49	Cc1nccc2[nH]c(=O)c(C(=O)NCc3ccc(Cl)cc3)cc12	-0.6	-0.2	-8	-5
50	COc1ccc(OCC(=O)Nn2c(=S)[nH]c3ccccc3c2=O)cc1	-0.9	0.5	1	6

Next section.
entry	molecule	GPR151 ag	FBW7 activator	MITF inh	TEAD-YAP block
51	CCN1C(=O)/C(=C\c2cccs2)C(C(=O)OC)=C1C	0.6	-0.2	-11	0
52	Cc1cc2c(cc(C(=O)OC(C(=O)NC(C)(C)C)c3ccccn3)n2C)o1 (stereo unspecified)	-1.4	-0.1	3	0
53	Cc1cc(CN2C(=O)C(C)Oc3ncccc32)no1 (stereo unspecified)	2.0	0.0	-20	-5
54	CCC1CCCCN1C(=O)CSc1nnc(-c2cccnc2)n1-c1cccc(OC)c1 (stereo unspecified)	-0.2	0.1	3	-2
55	Cc1noc(C)c1S(=O)(=O)N1CCN(c2ccc([N+](=O)[O-])cc2)CC1	0.6	-0.1	-2	-1
56	CC1=C(C(=O)OC(C)C)C(c2ccccc2Cl)C2=C(CC(C)(C)CC2=O)N1 (stereo unspecified)	-2.5	0.0	12	-1
57	C=CCn1c(SCC(=O)Nc2nc(C)cs2)nnc1-c1ccccc1O	0.7	-0.1	1	16
58	COc1cccc(C2CC(=O)NC3=C2C(=O)CC(c2ccc(OC)c(OC)c2)C3)c1 (stereo unspecified)	1.5	0.0	11	7
59	O=S(=O)(NCc1ccccc1)c1cccc(S(=O)(=O)c2ccc(Cl)c(Cl)c2)c1	-0.7	0.0	11	-5
60	Cn1ccnc1SCC(=O)Nc1ncc(Br)cc1Br	0.4	0.0	10	-15
61	COc1ccc(-c2nnc(SCC(=O)/C(C#N)=C(\C)N)n2CC(C)C)cc1	0.3	-0.3	-6	4
62	CC(C)CC(=O)NC(=S)Nc1ccc(S(N)(=O)=O)cc1	0.5	0.0	0	8
63	Cc1cc(NC(=O)CCC(=O)N(CC(=O)NC2CCCC2)c2cccnc2)no1	0.0	0.8	-1	-6
64	Cc1ccccc1OCCn1c(C)nc2ccccc21	1.9	0.1	-9	23
65	O=C(NCCCS(=O)(=O)N1CCN(c2ccccn2)CC1)c1ccc(F)cc1F	1.2	0.0	-8	4
66	COc1cccc(C2C(C(=O)Nc3ccccn3)=C(C)NC3=C2C(=O)CC(C)(C)C3)c1OC (stereo unspecified)	0.3	0.1	28	8
67	Cc1ccc(-c2nc(CS(=O)(=O)CC(=O)NCCC3=CCCCC3)c(C)o2)cc1	0.3	0.1	15	6
68	Cc1cccc(C)c1-n1c(=S)sc2c(=O)n(-c3ccccc3)c(SCC(=O)c3ccccc3)nc21	6.1*	0.1	-10	-3
69	O=C(CSc1nnc(COc2ccccc2)n1-c1ccccc1)Nc1ccc(Br)cc1	-1.0	-0.2	-10	0
70	Cc1cc2oc(=O)c3c(c2cc1OCC(N)=O)CCCC3	0.7	0.1	-3	7
71	Nc1cccc(S(=O)(=O)Nc2ccc(I)cc2)c1	2.0	0.0	-4	1
72	CN1CCN(C2=NC(=O)/C(=C\c3ccc(OCc4ccccc4)cc3)S2)CC1	0.5	1.4	18	13
73	Cc1cc(NCc2ccccc2)nc(-c2cccc(N)c2)n1	-0.2	0.0	1	-32
74	COc1ccc(OC)c(Cc2nnc(CCC(=O)NC(C)CCn3cccn3)o2)c1 (stereo unspecified)	-1.9	0.1	13	-8
75	C=CCn1c2ccccc2c2nnc(SCC(=O)Nc3cccc(C)c3)nc21	0.7	0.1	2	-6

Full records from above.
C=CCn1c2ccccc2c2nnc(SCC(=O)Nc3cccc(C)c3)nc21 is listed with GPR151 ag: 0.7; FBW7 activator: 0.1; MITF inh: 2; TEAD-YAP block: -6
Cc1ccc(-c2nc(CS(=O)(=O)CC(=O)NCCC3=CCCCC3)c(C)o2)cc1 is listed with GPR151 ag: 0.3; FBW7 activator: 0.1; MITF inh: 15; TEAD-YAP block: 6
O=C(NCCCS(=O)(=O)N1CCN(c2ccccn2)CC1)c1ccc(F)cc1F is listed with GPR151 ag: 1.2; FBW7 activator: 0.0; MITF inh: -8; TEAD-YAP block: 4

Random excerpt: 3 entries already listed.
entry	molecule	GPR151 ag	FBW7 activator	MITF inh	TEAD-YAP block
52	Cc1cc2c(cc(C(=O)OC(C(=O)NC(C)(C)C)c3ccccn3)n2C)o1 (stereo unspecified)	-1.4	-0.1	3	0
61	COc1ccc(-c2nnc(SCC(=O)/C(C#N)=C(\C)N)n2CC(C)C)cc1	0.3	-0.3	-6	4
71	Nc1cccc(S(=O)(=O)Nc2ccc(I)cc2)c1	2.0	0.0	-4	1

Next entries
entry	molecule	GPR151 ag	FBW7 activator	MITF inh	TEAD-YAP block
76	CCn1c(N)c(C(=O)NCc2cccnc2)sc1=S	0.4	0.4	25	-4
77	O=C(O)c1ccc(N2C(=O)C3C4c5ccccc5C([N+](=O)[O-])(c5ccccc54)C3C2=O)cc1 (stereo unspecified)	0.1	-0.2	2	0
78	COc1ccc(OC)c(NC(=O)C2C3C=CC(C3)C2C(=O)O)c1 (stereo unspecified)	-1.2	-0.1	-5	4
79	COc1ccc(OCC(O)CNC(=O)c2ccc(OC)cc2)cc1 (stereo unspecified)	-0.7	-0.1	10	6
80	CCCn1c(C)cn2c3c(=O)n(C/C=C/c4ccccc4)c(=O)n(C)c3nc12	0.9	0.0	6	10
81	CS(=O)(=O)c1cnc2ncnn2c1C1CCN(C(=O)c2cc(F)cc(F)c2)CC1	0.7	-0.1	-8	-5
82	O=C(NC(=S)Nc1ccc(Br)cn1)C1CC1	0.7	-0.3	4	-29
83	CCN(c1ccccc1)S(=O)(=O)c1ccc(C(=O)Nc2sccc2C#N)cc1	3.4	0.1	-2	16
84	CCN(CC)CCCNC(C)C(=O)N1CCc2ccccc21 (stereo unspecified)	-0.4	-0.1	8	13
85	C(=N\Nc1nnc(-c2ccccc2)c(-c2ccccc2)n1)/c1ccncc1	1.2	0.0	11	13
86	CC(=O)NNc1c(C(=O)Nc2cccc3ccccc23)cc([N+](=O)[O-])cc1[N+](=O)[O-]	1.3	0.0	7	3
87	COc1cc2c(cc1OC)C(COc1ccc([N+](=O)[O-])cc1)N(C(=O)Cc1cccs1)CC2 (stereo unspecified)	0.3	0.1	0	-9
88	CCCNc1nc(-c2ccc(OC)cc2)ncc1C	1.3	0.0	1	-1
89	Cc1cc(C(=O)C(=O)NC(C)C)c(C)n1-c1ccc([N+](=O)[O-])cc1	0.4	-0.1	26	-5
90	Cc1ccoc1C(=O)N1CCC2(CC1)CC2C(=O)Nc1ccc(F)c(F)c1 (stereo unspecified)	0.1	0.1	6	3
91	COc1ccc(/C=N/NC(=O)c2nnn(-c3nonc3N)c2CN(C)C)c(OC)c1OC	-0.4	0.9	9	-7
92	COc1ccc(CCNc2nc(OC)nc(-c3cccc(N)c3)n2)cc1	-0.7	0.2	20	-8
93	CS(=O)(=O)c1cc(Cl)ccc1CN1CCc2nc3cccnc3cc2C1	3.9	0.1	7	1
94	O=C(c1ccc2c(=O)n(Cc3ccc(Cl)cc3)c(=S)[nH]c2c1)N1CCC(Cc2ccccc2)CC1	2.4	0.2	6	-1
95	C=CCNC(=S)Nc1ccc(Br)cc1F	1.2	0.0	-3	-11
96	Cc1ccc(-n2nc3c(c2NC(=O)c2cc4ccccc4oc2=O)CS(=O)(=O)C3)c(C)c1	0.0	-0.1	6	4
97	COc1cc(NC(=O)c2cccc3c2C(=O)N(Cc2cccnc2)C3)cc(OC)c1OC	-0.5	0.2	5	2
